Bioassay records (PubChem)
Mm-Cpn inhibitor: M. maripaludis TRiC chaperonin inhibition | AID 504842 | Potency, µM (titrated, usually from 76.9 µM), inactives show at the top dose activity, negative = inhibition, actives largely listed as inhibitors | purified Mm-Cpn ATPase, ADP Transcreener TR-FRET | hit rate 0.031% among 330,000; also: potency is read from the fitted curve at half-maximal effect; % is scaled to controls: 0 for no effect and ±100 for the full control effect; nearly all actives have a fitted effect of over 80% in size
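Purified archaeal Mm-CPN (25nM final) preincubated 10 min at 37degC with compound, then 10uM ATP for 30 min at 37degC; ADP measured by HTRF Transcreener TR-FRET; buffer 30 mM TRIS pH 7.4, 100mM KCl, 5mM MgCl2, 1mM DTT.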
EPAC2 antag: antagonists of human EPAC2; Potency, µM (titrated, usually from 114 µM), for inactives: at the highest dose activity, negative = inhibition, hits mostly inhibitors; Q8WZA2; EPAC2 GEF exchange of Rap1B-BODIPY-GDP, fluorescence; hit rate 0.18% among 360,000; also: potency is read from the fitted curve at half-maximal effect; % is scaled to controls: 0 for no effect and ±100 for the full control effect; nearly all actives have a fitted effect of over 45% in size; many of its hits are not listed in these tables
Target sequence (Q8WZA2 whole entry, looked up): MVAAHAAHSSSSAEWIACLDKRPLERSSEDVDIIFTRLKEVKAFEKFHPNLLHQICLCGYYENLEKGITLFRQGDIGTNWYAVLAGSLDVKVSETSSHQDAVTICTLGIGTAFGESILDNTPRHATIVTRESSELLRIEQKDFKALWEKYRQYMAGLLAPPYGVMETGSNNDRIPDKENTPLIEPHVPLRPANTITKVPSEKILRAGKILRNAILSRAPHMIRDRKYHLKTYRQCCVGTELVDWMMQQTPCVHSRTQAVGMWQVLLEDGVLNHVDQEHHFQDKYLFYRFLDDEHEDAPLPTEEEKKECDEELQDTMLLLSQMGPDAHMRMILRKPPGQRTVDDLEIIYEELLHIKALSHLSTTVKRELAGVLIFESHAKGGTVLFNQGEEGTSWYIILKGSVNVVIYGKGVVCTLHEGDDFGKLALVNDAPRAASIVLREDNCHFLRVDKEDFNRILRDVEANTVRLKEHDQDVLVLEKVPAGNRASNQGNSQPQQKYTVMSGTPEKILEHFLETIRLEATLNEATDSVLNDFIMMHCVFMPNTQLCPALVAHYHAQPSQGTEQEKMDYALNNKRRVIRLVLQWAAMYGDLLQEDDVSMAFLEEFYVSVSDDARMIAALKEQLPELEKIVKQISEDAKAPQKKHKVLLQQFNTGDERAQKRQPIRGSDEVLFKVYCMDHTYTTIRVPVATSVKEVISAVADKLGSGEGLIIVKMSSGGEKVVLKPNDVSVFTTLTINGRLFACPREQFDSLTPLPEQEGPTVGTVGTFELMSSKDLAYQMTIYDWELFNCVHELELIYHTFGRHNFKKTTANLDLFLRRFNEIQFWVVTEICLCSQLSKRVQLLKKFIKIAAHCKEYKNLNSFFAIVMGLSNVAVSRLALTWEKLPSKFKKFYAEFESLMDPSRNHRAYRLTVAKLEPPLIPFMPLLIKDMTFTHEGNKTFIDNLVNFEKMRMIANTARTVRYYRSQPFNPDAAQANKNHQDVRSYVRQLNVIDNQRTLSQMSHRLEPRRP
EPAC1 ag: agonists of human EPAC1. O95398. hit rate 0.073% among 360,000. Potency, µM (series often up to 154 µM), inactives show at the highest dose activation, usual class: activators. EPAC1 agonist qHTS, biochemical assay; response scale: 100% = response to 6.5 mM cAMP; also: potency is read from the fitted curve at half-maximal effect; nearly all actives have a fitted effect of over 60% in size
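EPAC1 100 nM, Rap1B–BODIPY-GDP 250 nM, unlabeled GDP 50 uM; compound titration; 5 min RT; kinetic read ex480/em540 at 5-min intervals ×30 min; data normalized to 6.5 mM cAMP agonist control.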
EPAC1 antag: antagonists of human EPAC1; EPAC1 GEF assay, Rap1b-BODIPY-GDP exchange fluorescence; Potency, µM (series often up to 115 µM), inactives show top-dose activity change, negative = inhibition, usual class: inhibitors; hit rate 0.14% among 360,000; AID 720709;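 also: potency is read from the fitted curve at half-maximal effect; plate controls were vehicle for no effect and positive control for full effect; nearly all actives have a fitted effect of over 50% in size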
CCT modulator: modulators of cytosolic chaperonin (CCT/TRiC) activity; purified chaperonin ATPase assay, HTRF ADP detection, 30 min; activity change, % (test concentration not listed), hits read low; hit rate 0.3% among 360,000; AID 651819; in the data active = activity change below about -30%; also: % is scaled to controls: 0 for no effect and ±100 for the full control effect
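First, chaperonin was dispensed at 40 nM or 20 nM final depending on batch activity. Next, compounds were pinned at 76 uM and ATP added at 10 uM. After 30 min at 37 °C, ADP detection reagents ran 30 min at ambient temperature.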
PLK1 PBD inh: blocks phosphopeptide binding to human PLK1 polo-box domain | AID 720504 | P53350 | hit rate 2.8% among 360,000 | Plk1 PBD binding of FITC phosphopeptide, fluorescence polarization | Potency, µM, for inactives: max response, negative = inhibition, actives largely listed as inhibitors; also: potency is read from the fitted curve at half-maximal effect; series mostly up to about 57 µM; % is scaled to controls: 0 for no effect and ±100 for the full control effect; nearly all actives have a fitted effect of over 65% in size
PI5P4K alpha inh: PI5P4K alpha (human) kinase inhibition; max response, %; hit rate 1.2% among 330,000; AID 652105; P48426; PI5P4Kalpha enzyme, ADP-Glo luminescence, 60 min; active compounds read low; active = max response of -50% or lower; inconclusive = between -30% and -50%; inactive = -30% or higher; also: value at the top dose of about 77 µM; % is scaled to controls: 0 for no effect and ±100 for the full control effect
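qHTS, 1536-well: enzyme/substrate mix, compound by pin tool, 5 microM ATP final; RT 60 min; ADP-Glo reagents 1 (45 min) then 2 (30 min); luminescence.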
WRN inhibitor: blocks human WRN helicase | Q14191 | WRN helicase unwinding, fluorescent forked duplex, kinetic | Potency, µM (top dose mostly 114 µM), for the others: at the highest dose activity change, negative = inhibition, usual class: inhibitors | hit rate 0.46% among 360,000 | AID 651768; also: potency is read from the fitted curve at half-maximal effect; % is scaled to controls: 0 for no effect and ±100 for the full control effect; nearly all actives have a fitted effect of over 55% in size
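Fluorescence dequenching readout, ex 525 nm/em 598 nm, kinetic mode: forked duplex DNA (100 nM final) with adjacent fluorophore and quencher unwound by WRN (20 nM final) with 2 mM ATP. Compound preincubation 15 min, room temperature.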
An asterisk follows results filed as active; u = inconclusive; x = no result given; [ ] = remark or other dose. Unless noted, calls follow the shape of the dose curve; as a rule, active = well fitted curve in the direction sought with a large enough effect; inconclusive = small, poorly fitted or top-dose-only effect, or another doubt; inactive = no such curve, though single readings can be large; an effect the other way counts as inactive or inconclusive. Only part of the results is shown; rates above refer to the full screens.

SMILES	Mm-Cpn inhibitor	EPAC2 antag	EPAC1 ag	EPAC1 antag	CCT modulator	PLK1 PBD inh	PI5P4K alpha inh	WRN inhibitor
CC(C)c1cc(CN2C(C)COCC2C)cc(C(C)C)c1O (stereo not given)	x	7.7%	9.0%	4.5%	-0.6	-11.5%	19.9	4.5%
O=C(O)CCC(=O)N1N=C(c2ccccc2)CC1c1ccc(Br)cc1 (stereo not given)	-1.8%	-0.4%	1.7%	-22.2%	-0.5	-11.5%	7.4	-28.6%
COc1ccc(N(CC(=O)N/N=C/c2ccco2)S(=O)(=O)c2ccccc2)cc1	4.4%	-6.1%	9.8%	-3.1%	1.8	-14.0%	x	-30.2%
O=C(O)c1cccc(NC(=O)c2ccc(N3C(=O)c4ccc(C(=O)Nc5cccc(C(=O)O)c5)cc4C3=O)cc2)c1	2.1%	5.6%	9.9%	-1.3%	1.3	-4.2%	-50.7*	-19.9%[57.1 µM]
CCOC(=O)C1(C)CCN1C(=O)CSc1ccccc1 (stereo not given)	x	6.5%	11.7%	1.3%	0.8	-14.1%	3.3	2.9%
O=C(COc1cccc(NC(=O)c2cccc([N+](=O)[O-])c2)c1)c1ccc(Br)cc1	-0.5%	-3.1%	9.9%	-16.8%	-2.5	-6.6%	2.1	4.0%
O=C(NC(Cc1ccccc1)C(=O)O)OCc1ccccc1 (stereo not given)	2.6%	16.8%	2.5%	-4.4%	-1.3	-6.4%	x	-4.5%
Cc1ccc(Sc2sc(=O)n(C)c2S(=O)(=O)c2ccc(C)cc2)cc1	-0.6%	-2.2%	11.2%	5.5%	0.6	-0.6%	2.0	1.5%
CCCS(=O)(=O)c1c(S(=O)(=O)CCC)c2c(N)cccn2c1C(=O)OC	-2.2%	-7.4%	1.4%	-8.9%	2.7	-16.1%	-1.4	-9.9%
CCN1CCCC1CN(Cc1cc2ccc(C)cc2[nH]c1=O)C(=S)Nc1ccc(F)cc1 (stereo not given)	-1.0%	-2.7%	6.3%	-7.0%	0.7	-10.1%	0.0	0.7%
C/C(=N\Nc1nc(C(C)(C)C)cs1)c1ccc(O)cc1	1.2%	0.0%	8.6%	-9.0%	-2.2	u	2.3	-4.3%
CCn1c(SCC(=O)Nc2cc(C)on2)nnc1-c1ccc(S(=O)(=O)N2CCCC2)cc1	1.2%	1.5%	1.5%	9.5%	-0.2	-0.9%	x	6.6%
CC(C)NC(=O)/C(C#N)=C/c1ccc(N(C)C)o1	-2.7%	-0.9%	5.9%	-8.2%	1.0	99.0%[activator]	6.3	-12.1%
CC[C@]12c3[nH]c4ccc(OC)cc4c3CCN1C(=O)C(CC(=O)NC/C=C(\C)CCC=C(C)C)C[C@@H]2C(=O)N1CCN(C(=O)c2ccco2)CC1 (stereo not given in full)	3.2%	-3.8%	5.2%	-7.6%	-0.7	-11.5%	3.1	-10.1%
Cc1cccc(Nc2ncnc3onc(-c4cccc(Cl)c4)c23)c1C	-5.3%	-24.6%	-8.0%	-7.8%	-2.4	-8.6%	3.5	-8.3%
COc1ccc(OCc2cc(C(=O)NCCN3CCCc4ccccc43)no2)c(Cl)c1	-12.4%	12.3%	2.6%	0.8%	-3.2	-0.7%	10.6	-11.0%
CC(C)(C)c1ccc2c(c1)OC(C(=O)N/N=C\c1ccncc1)CO2 (stereo not given)	-0.9%	2.6%	-12.2%	-17.3%	-0.8	2.8%	0.0	-17.9%
COc1ccccc1NS(=O)(=O)c1cc(NC(=O)CNC(=O)c2ccc(C)s2)ccc1Cl	0.7%	13.1%	8.1%	2.7%	0.0	-3.1%	-1.1	56.2µM*
C=CCOc1ccc(C=Nc2ccc(OC)cc2)c(O)c1	-5.0%	-9.6%	13.0%	8.6%	1.1	-8.5%	12.9	2.6%
O=C(N/N=C/c1c[nH]c2ccc(Br)cc12)C1CC1	0.8%	-6.2%	-3.2%	-6.2%	-2.4	2.0%	16.7	-3.2%
CCOCCCNCc1cc(Br)ccc1OCc1ccccc1	-0.2%	-1.1%	2.8%	5.0%	0.3	-1.2%	-0.5	3.4%
O=C(CSc1nnc(CNC(=O)c2ccccc2F)o1)NC1CCCC1	-0.8%	-6.5%	4.2%	0.9%	0.0	3.0%	2.0	-5.3%
COc1ccccc1-c1csc(C(O)c2ccc(F)cc2)n1 (stereo not given)	x	10.8%	-4.3%	-10.4%	-0.3	-1.5%	-0.4	-5.6%
Clc1ccc(-c2nnc(-c3ccccc3)nc2N2CCSCC2)cc1	-7.2%	6.5%	8.5%	8.0%	-1.7	0.0%	x	-2.6%
CC1(C)CC(NC(=O)c2ccccc2F)CC(C)(C)N1	-0.9%	20.1%	4.7%	-5.6%	4.0	-1.6%	-3.2	-9.2%
Clc1ccc(-n2c(SCc3nc4ccccc4[nH]3)nnc2-c2ccncc2)cc1	-12.1%	5.6%	4.1%	6.2%	2.2	-5.1%	x	5.4%
CNC(=O)c1csc(-c2cccs2)n1	-9.0%	0.8%	1.0%	3.9%	-11.5	-18.3%	0.3	2.3%
COc1ccc2[nH]c(C)c(CCNc3ccc(C(F)(F)F)cc3[N+](=O)[O-])c2c1	-2.3%	-9.7%	0.4%	-21.7%	-0.7	-7.8%	10.6	-12.6%
COC(=O)C1CCN(C(=O)COC(=O)c2oc3ccc(OC)cc3c2C)CC1	-0.7%	2.6%	3.5%	5.6%	0.4	7.5%	-8.1	3.1%
Cc1ccc(NC(=O)CSCc2nc3c(nnn3Cc3ccc(F)cc3)c(=O)[nH]2)c(C)c1	-1.4%	-22.4%	-3.5%	u	3.2	-21.9%	2.7	-32.3%
O=C(Nc1ccc(Cl)cn1)c1ccccc1F	x	-3.6%	8.1%	0.8%	-0.9	-13.1%	x	4.6%
N#CC1(NC(=O)CN2C(=O)c3ccc([N+](=O)[O-])cc3C2=O)CCCCC1	u	13.5%	-2.5%	5.4%	-1.4	-2.8%	4.0	3.1%
CCn1c(COc2cccc3cccnc23)nnc1SC(F)F	-0.9%	-11.7%	1.6%	-17.3%	-1.9	-24.7%	0.3	-14.3%
CN1C(CCl)Nc2cc(Cl)c(S(N)(=O)=O)cc2S1(=O)=O (stereo not given)	x	-9.8%	-3.6%	-6.7%	0.2	-1.6%	-5.0	-13.1%
O=c1c(Cl)c(N2CCOCC2)cnn1-c1nc2ccccc2[nH]1	-0.1%	5.5%	-5.4%	-17.3%	0.3	-3.1%	-3.4	9.4%
COc1ccccc1NC(=O)Nc1ccc(S(=O)(=O)Nc2onc(C)c2C)cc1	-1.4%	-0.5%	7.2%	1.8%	-1.0	-8.3%	-10.0	-3.1%
O=C1N(Cc2cccc(Cl)c2)C[C@@H]2C[C@@H](c3ccco3)N3CCC[C@@]123	3.0%	4.7%	-5.9%	-8.2%	1.0	-8.4%	2.6	-2.0%
Cc1ccc(C(=O)CNc2ccc(F)cc2)cc1	2.2%	1.9%	9.0%	0.1%	-0.5	-11.1%	2.6	-2.4%
Cc1ccc(NC(=O)Nc2cc(C)on2)cc1	1.6%	-2.2%	6.6%	-10.8%	-4.1	-8.4%	-3.9	-31.3%
COc1cccc(N2CCN(CC(=O)NC3=Nc4ccccc4N=C(C)C3c3ccccc3)CC2)c1 (stereo not given)	2.5%	4.5%	9.0%	-20.4%	-3.0	-11.9%	10.1	-1.4%

Structures listed so far printed as active in WRN inhibitor:
SMILES | Mm-Cpn inhibitor | EPAC2 antag | EPAC1 antag | CCT modulator | PLK1 PBD inh | PI5P4K alpha inh | WRN inhibitor
COc1ccccc1NS(=O)(=O)c1cc(NC(=O)CNC(=O)c2ccc(C)s2)ccc1Cl | 0.7% | 13.1% | 2.7% | 0.0 | -3.1% | -1.1 | 56.2µM*

Later entries.
SMILES	Mm-Cpn inhibitor	EPAC2 antag	EPAC1 ag	EPAC1 antag	CCT modulator	PLK1 PBD inh	PI5P4K alpha inh	WRN inhibitor
Clc1ccc(CSc2snnc2-c2ccccc2)cc1	2.2%	-4.0%[57.1 µM]	8.0%	-21.5%	0.9	-6.0%	6.3	-13.7%
CCCCNC(=O)c1cc2c(=O)n3cccc(C)c3nc2s1	-5.6%	2.1%	3.2%	-14.8%	-4.5	0.4%	0.3	-3.6%
O=c1c2ccccc2nc(/C=C/c2cccnc2)n1CCc1ccccc1	u	5.4%	-4.8%	79.4µM*	-0.3	5.1%	-5.0	u
Cc1ccc(S(=O)(=O)NN=C2CC(C)(C)OC2(C)C)cc1	x	-1.0%	-9.8%	4.8%	-0.2	3.4%	-6.4	-9.2%
O=C(C#Cc1ccccc1)Nc1cccc(F)c1	0.1%	-10.3%	4.5%	-19.0%	-3.0	-4.6%	10.4	-3.7%
COc1ccc(OC)c(-n2nnnc2SCC(=O)Nc2ccc3c(c2)OCCO3)c1	-1.9%	1.9%	13.1%	-7.4%	-5.6	-10.9%	x	-0.9%
C=CCc1cc(Cl)ccc1OCCn1ccnc1	-1.8%	-6.7%	2.5%	-13.7%	0.5	-7.0%	-1.0	3.9%
Cc1ccc(NS(=O)(=O)c2c(C)nc3sccn3c2=O)c(C)c1	-0.6%	-7.0%	3.4%	2.3%	-1.2	-5.3%	0.3	-6.5%

Taken from above:
EPAC1 antag with Cc1ccc(S(=O)(=O)NN=C2CC(C)(C)OC2(C)C)cc1 is entered as 4.8%
WRN inhibitor with Clc1ccc(CSc2snnc2-c2ccccc2)cc1 is entered as -13.7%
EPAC1 antag with O=C(C#Cc1ccccc1)Nc1cccc(F)c1 is entered as -19.0%
PLK1 PBD inh with C=CCc1cc(Cl)ccc1OCCn1ccnc1 is entered as -7.0%

3 entries from above, with values under each structure.
Screens in order: Mm-Cpn inhibitor | EPAC2 antag | EPAC1 ag | EPAC1 antag | CCT modulator | PLK1 PBD inh | PI5P4K alpha inh | WRN inhibitor
Clc1ccc(CSc2snnc2-c2ccccc2)cc1
    2.2% | -4.0%[57.1 µM] | 8.0% | -21.5% | 0.9 | -6.0% | 6.3 | -13.7%
CCCCNC(=O)c1cc2c(=O)n3cccc(C)c3nc2s1
    -5.6% | 2.1% | 3.2% | -14.8% | -4.5 | 0.4% | 0.3 | -3.6%
O=c1c2ccccc2nc(/C=C/c2cccnc2)n1CCc1ccccc1
    u | 5.4% | -4.8% | 79.4µM* | -0.3 | 5.1% | -5.0 | u
